RORg inh = qHTS for inhibitors of ROR gamma transcriptional activity; 310,000 compounds, 5.4% hits; Drosophila S2 Gal4-RORgamma UAS-luciferase reporter, 20 h; Potency, µM (titrated, usually from 53.6 µM), inactives show at the top dose activity change, negative = inhibition, most hits filed as inhibitors; also: % is scaled to controls: 0 for no effect and ±100 for the full control effect; nearly all actives have a fitted effect of over 60% in size
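ROR gamma transcriptional activity was tracked as Gal4-UAS luciferase output in stably transfected Drosophila Schneider cells, with compound added 1 hr before 700 uM copper sulfate induction and a 20 hr ambient-temperature incubation.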
NPC1 prom act = qHTS Assay for NPC1 Promoter Activators | AID 485313, 2010 | Potency, µM (series often up to 9.22 µM), inactives show at the highest dose activation, actives largely listed as activators | 320,000 compounds, 2.4% hits | Huh7 NPC1 promoter luciferase reporter, 24 h;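 also: % of control where 0% means no effect; nearly all actives have a fitted effect of over 60% in size; reporter is driven by a mutant NPC1 promoter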
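Huh7 reporter cells (NPC1 promoter driving luciferase) are dosed with compound for 24 h at 37 °C, 5% CO2; luciferase detection reagent is then added and luminescence measured after 10 min at ambient temperature.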
MBNL1 CUG block = qHTS Assay for Inhibitors of MBNL1-poly(CUG) RNA binding; Muscleblind-like protein 1 (Homo sapiens), Q9NR56; TR-FRET MBNL1-His/biotin-(CUG)12 binding, 665/545 ratio; Potency, µM (doses to about 57.5 µM), for inactives: top-dose activity change, negative = inhibition, actives largely listed as inhibitors; 280,000 compounds, 0.036% hits; active = well fitted inhibition curve with a large enough effect in the signal ratio, with a control signal flat, not every such curve was filed as active; inconclusive = small, poorly fitted or top-dose-only effect, or effect the other way, or a change in a side signal; inactive = no such curve, though single readings can be large or run the other way; the % refers to the signal ratio; also: % is scaled to controls: 0 for no effect and ±100 for the full control effect
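Compounds (final 92 nM to 58 uM) are added to His-tagged MBNL1 and biotin-(CUG)12, then terbium anti-His antibody and streptavidin-XL665 (5 nM final). After 60 min at room temperature, the 665/545 nm ratio is read.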
Rab9 promoter act = qHTS Assay for Rab9 Promoter Activators; AID 485297, 2010; Potency, µM (highest dose often 9.22 µM), for the others: at the highest dose activation, negative = inhibition, actives largely listed as activators; 320,000 compounds, 2.8% hits; Huh7 Rab9 promoter-luciferase reporter, luminescence, 24 h; also: % of control where 0% means no effect; nearly all actives have a fitted effect of over 60% in size
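Luminescence read-out: Huh7 cells stably expressing Rab9-luciferase, treated 24 h with compound at 37 °C, then lysed with luciferase reagent for 10 min at ambient before reading.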
VP16 counter = VP16 counterscreen qHTS for inhibitors of ROR gamma transcriptional activity; Drosophila S2 Gal4-VP16 UAS-luciferase, luminescence, 20 h; Potency, µM (doses to about 53.6 µM), for inactives: at the top dose activity, negative = inhibition, hits mostly inhibitors; 310,000 compounds, 3.5% hits;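 also: Gal4-VP16 expression switched on by copper sulfate through the metallothionein promoter; % is scaled to controls: 0 for no effect and ±100 for the full control effect; nearly all actives have a fitted effect of over 50% in size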
MLL CXXC-DNA inh = qHTS Fluorescence Polarization Assay for Inhibitors of MLL CXXC domain - DNA interaction; Histone-lysine N-methyltransferase 2A (Homo sapiens), Q03164; 290,000 compounds, 0.037% hits; MLL-CXXC / FITC-HOXA9 DNA fluorescence polarization; Potency, µM (titrated, usually from 115 µM), inactives show at the top dose activity change, negative = inhibition, usual class: inhibitors; active = well fitted inhibition curve with a large enough effect in the polarisation, with a control signal flat, not every such curve was filed as active; inconclusive = small, poorly fitted or top-dose-only effect, or effect the other way, or a change in a side signal; inactive = no such curve, though single readings can be large or run the other way; the % refers to the polarisation
Target sequence (Q03164 whole entry, looked up, the tested form may be a part): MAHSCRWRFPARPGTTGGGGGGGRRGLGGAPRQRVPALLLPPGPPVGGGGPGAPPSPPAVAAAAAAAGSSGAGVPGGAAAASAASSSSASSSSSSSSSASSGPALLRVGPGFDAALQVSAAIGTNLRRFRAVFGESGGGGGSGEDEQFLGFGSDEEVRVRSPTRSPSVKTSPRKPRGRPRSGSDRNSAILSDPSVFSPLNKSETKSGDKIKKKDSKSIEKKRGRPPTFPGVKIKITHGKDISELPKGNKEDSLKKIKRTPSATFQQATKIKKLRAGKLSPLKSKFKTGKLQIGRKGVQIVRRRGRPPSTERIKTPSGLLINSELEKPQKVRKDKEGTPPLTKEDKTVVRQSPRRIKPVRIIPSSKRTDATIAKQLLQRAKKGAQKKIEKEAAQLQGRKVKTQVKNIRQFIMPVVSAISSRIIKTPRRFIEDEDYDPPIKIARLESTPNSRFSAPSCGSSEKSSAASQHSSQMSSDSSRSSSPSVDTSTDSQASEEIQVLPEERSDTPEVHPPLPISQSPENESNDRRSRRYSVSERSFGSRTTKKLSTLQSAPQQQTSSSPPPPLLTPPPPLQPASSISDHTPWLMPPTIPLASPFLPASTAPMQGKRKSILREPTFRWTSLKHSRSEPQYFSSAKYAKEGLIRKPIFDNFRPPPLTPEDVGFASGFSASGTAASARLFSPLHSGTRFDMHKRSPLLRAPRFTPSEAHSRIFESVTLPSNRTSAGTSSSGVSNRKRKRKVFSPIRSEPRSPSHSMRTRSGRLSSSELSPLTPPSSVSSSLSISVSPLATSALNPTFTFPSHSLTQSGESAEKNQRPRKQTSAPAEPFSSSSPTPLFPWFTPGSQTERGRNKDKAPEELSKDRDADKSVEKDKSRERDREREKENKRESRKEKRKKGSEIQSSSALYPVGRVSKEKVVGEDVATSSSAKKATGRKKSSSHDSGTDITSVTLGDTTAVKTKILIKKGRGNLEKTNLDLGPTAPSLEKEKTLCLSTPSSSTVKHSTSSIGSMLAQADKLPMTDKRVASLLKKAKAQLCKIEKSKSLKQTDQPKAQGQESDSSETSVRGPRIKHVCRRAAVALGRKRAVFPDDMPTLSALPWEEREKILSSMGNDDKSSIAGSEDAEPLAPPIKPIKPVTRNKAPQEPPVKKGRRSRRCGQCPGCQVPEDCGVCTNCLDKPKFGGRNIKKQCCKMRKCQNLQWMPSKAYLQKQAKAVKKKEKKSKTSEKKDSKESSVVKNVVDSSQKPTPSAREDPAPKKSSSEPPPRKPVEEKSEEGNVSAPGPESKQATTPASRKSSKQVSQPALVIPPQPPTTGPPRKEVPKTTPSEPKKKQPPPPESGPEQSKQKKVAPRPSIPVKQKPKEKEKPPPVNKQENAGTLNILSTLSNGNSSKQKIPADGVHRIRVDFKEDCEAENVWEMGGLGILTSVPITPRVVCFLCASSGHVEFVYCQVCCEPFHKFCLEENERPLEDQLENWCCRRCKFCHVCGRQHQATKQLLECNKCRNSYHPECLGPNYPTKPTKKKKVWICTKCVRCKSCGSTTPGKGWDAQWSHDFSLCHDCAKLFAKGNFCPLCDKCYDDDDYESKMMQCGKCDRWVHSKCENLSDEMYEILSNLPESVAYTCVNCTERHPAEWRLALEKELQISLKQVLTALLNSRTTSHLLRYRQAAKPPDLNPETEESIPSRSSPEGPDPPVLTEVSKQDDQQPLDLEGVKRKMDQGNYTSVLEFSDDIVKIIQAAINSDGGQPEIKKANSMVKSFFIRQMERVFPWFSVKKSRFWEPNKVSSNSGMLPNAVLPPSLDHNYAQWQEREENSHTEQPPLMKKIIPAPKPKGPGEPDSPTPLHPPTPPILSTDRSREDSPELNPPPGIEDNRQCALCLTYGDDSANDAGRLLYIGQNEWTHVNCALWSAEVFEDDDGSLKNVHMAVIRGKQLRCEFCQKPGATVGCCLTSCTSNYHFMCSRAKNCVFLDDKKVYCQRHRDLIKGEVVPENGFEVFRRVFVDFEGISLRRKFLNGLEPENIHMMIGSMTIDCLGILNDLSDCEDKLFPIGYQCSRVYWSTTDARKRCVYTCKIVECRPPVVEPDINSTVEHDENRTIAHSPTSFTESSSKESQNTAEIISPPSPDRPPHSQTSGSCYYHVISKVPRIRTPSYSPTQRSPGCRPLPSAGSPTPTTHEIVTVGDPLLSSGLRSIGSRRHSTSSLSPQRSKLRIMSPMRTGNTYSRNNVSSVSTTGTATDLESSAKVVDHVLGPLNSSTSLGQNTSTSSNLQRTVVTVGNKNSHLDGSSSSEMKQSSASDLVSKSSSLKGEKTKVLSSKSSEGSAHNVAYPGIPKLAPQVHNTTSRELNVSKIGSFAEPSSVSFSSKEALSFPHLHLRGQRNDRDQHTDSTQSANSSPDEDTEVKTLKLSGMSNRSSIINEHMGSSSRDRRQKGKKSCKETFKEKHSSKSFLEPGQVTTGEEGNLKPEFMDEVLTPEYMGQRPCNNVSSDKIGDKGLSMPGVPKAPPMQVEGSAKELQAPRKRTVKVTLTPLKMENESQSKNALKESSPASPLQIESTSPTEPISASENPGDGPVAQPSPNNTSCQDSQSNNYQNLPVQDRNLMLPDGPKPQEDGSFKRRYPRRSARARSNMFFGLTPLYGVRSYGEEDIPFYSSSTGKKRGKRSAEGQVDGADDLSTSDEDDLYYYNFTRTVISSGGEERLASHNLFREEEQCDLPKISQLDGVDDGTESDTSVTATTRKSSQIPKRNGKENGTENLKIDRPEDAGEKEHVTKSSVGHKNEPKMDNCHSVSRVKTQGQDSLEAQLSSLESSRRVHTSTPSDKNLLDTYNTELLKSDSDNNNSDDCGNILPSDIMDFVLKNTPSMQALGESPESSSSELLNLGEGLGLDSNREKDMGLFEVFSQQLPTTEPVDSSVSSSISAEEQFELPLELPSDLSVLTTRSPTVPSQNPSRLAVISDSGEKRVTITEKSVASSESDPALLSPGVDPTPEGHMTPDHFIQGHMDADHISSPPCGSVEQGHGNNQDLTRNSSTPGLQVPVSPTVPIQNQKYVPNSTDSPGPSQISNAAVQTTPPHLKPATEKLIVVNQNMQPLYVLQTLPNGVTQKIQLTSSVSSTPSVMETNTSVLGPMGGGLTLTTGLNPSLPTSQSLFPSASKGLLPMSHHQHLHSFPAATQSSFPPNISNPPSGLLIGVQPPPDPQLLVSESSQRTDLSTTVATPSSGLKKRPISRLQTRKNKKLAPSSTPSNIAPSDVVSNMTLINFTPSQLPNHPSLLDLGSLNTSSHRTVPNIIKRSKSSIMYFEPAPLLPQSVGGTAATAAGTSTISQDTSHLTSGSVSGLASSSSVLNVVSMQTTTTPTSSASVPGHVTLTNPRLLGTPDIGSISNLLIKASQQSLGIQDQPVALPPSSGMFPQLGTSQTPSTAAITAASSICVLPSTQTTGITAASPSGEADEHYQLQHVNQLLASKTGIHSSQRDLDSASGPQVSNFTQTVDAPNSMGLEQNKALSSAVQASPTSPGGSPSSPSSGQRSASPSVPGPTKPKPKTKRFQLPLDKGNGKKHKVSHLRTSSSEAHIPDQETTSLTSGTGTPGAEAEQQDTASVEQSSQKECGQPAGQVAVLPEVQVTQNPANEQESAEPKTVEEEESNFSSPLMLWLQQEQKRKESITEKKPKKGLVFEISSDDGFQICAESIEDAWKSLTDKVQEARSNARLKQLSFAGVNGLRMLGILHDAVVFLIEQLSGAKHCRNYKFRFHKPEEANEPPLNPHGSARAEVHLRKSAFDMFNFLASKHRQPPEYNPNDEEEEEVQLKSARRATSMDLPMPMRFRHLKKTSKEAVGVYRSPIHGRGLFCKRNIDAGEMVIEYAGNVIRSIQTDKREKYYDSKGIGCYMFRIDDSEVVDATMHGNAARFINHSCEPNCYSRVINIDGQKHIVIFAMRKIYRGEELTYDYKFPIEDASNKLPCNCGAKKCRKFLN
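Steps: dispense CXXC domain solution (7 uM) → pin compounds or unlabeled HOX-A9 DNA control → 5 min ambient → add FLSN-HOX-A9 solution (50 nM) → spin → 30 min ambient → fluorescence polarization. Tris pH 7.5/NaCl/DTT/BSA buffer.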
uPA generation = qHTS for Inhibitors of Cell Surface uPA Generation | cell surface uPA generation assay, qHTS | Potency, µM (doses to about 38.3 µM), for inactives: at the top dose activity change, negative = inhibition, actives largely listed as inhibitors | 330,000 compounds, 0.31% hits | AID 540303, 2011; active = well fitted inhibition curve with a large enough effect; inconclusive = small, poorly fitted or top-dose-only effect; inactive = no such curve, though single readings can be large or run the other way; tested in mouse RAW 264.7 cells; also: % is scaled to controls: 0 for no effect and ±100 for the full control effect; nearly all actives have a fitted effect of over 55% in size
FLuc modulator = qHTS profiling assay for firefly luciferase inhibitor/activator using purifed enzyme and Km concentrations of substrates (counterscreen for miR-21 project); Potency, µM (titrated, usually from 57.5 µM), without a hit: top-dose activity change, negative = inhibition, usual class: inhibitors; purified FLuc, Km substrates, luminescence inhibition; 360,000 compounds, 6.9% hits; Luciferin 4-monooxygenase (Photinus pyralis), P08659;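 also: plate controls were vehicle for no effect and reference inhibitor for full effect; nearly all actives have a fitted effect of over 55% in size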
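Biochemical qHTS of compounds, final roughly 60 µM downward over six points, against 10 nM purified firefly luciferase using Km concentrations of substrates (10 uM D-luciferin, 10 uM ATP) in Tris acetate pH 7.5 buffer; luminescence output.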
ELG1 genotox = qHTS screen for small molecules that induce genotoxicity in human embryonic kidney (HEK293T) cells expressing luciferase-tagged ELG1; HEK293T ELG1-luciferase reporter, luminescence, 16 h; 330,000 compounds, 1.3% hits; AID 504466, 2011; Potency, µM (titrated, usually from 46 µM), for the others: at the top dose activity change, positive = activation, actives largely listed as activators; also: % of control where 0% means no effect; nearly all actives have a fitted effect of over 60% in size
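DMSO vehicle served as control against compound-treated ELG1-luciferase HEK293T cells; exposure lasted 16 hr at 37 °C and 5% CO2, followed by ONE-Glo luminescence detection after 30 min.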
BRCA1 expr up = qHTS Assay to Identify Small Molecule Activators of BRCA1 Expression; MCF7-BRCA1-FFLuc reporter, luminescence, 48 h; response scale: scaled: vehicle 0%, 10 µM genistein 100%; Potency, µM (highest dose often 46.1 µM), without a hit: at the top dose activation, actives largely listed as activators; 380,000 compounds, 1.1% hits; also: nearly all actives have a fitted effect of over 80% in size; some results filed as inactive show a strong effect at the top dose
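Using MCF7 cells harboring a BRCA1 firefly luciferase reporter, plated 2 h before compound pinning, the screen measured luminescence after 48 h incubation. Responses were normalized to DMSO and 10 microM genistein, then fitted for concentration-effect.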
p53 reactivation = qHTS assay for re-activators of p53 using a Luc reporter | H1299 p53-A138V BP100-luciferase reporter, luminescence, 24 h | Potency, µM (series often up to 92.2 µM), for inactives: top-dose activity change, positive = activation, hits mostly activators | 320,000 compounds, 0.063% hits | AID 504706, 2011; also: % of control where 0% means no effect; nearly all actives have a fitted effect of over 45% in size
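H1299 (p53-null), stable ts p53-A138V + BP100-Luc; 1000 cells/well, Opti-MEM/10% FBS; cpd 4 pt, 1:5; 24 h, 37 deg C, 5% CO2; detection reagent 10 min RT; luminescence.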
The depositor's hits bear a star; ? = inconclusive; / = no result given; [ ] = dose if it differs, or a comment. Unless noted, calls follow the shape of the dose curve; as a rule, active = well fitted curve in the direction sought with a large enough effect; inconclusive = small, poorly fitted or top-dose-only effect, or another doubt; inactive = no such curve, though single readings can be large; an effect the other way counts as inactive or inconclusive. Potency is read from the fitted curve at half-maximal effect.

The line under a structure holds: RORg inh	NPC1 prom act	MBNL1 CUG block	Rab9 promoter act	VP16 counter	MLL CXXC-DNA inh	uPA generation	FLuc modulator	ELG1 genotox	BRCA1 expr up	p53 reactivation
> COc1ccc(N(C(=O)c2ccco2)C(C(=O)NC2CCCC2)c2ccc(N3CCOCC3)cc2)c(OC)c1 (stereo not drawn)
  6%	2%	-5%	4%	-3%	8%	-2%	0%	-1%	-14%	-6%
> CCOC(=O)CSc1ccc(C(=O)Nc2ccc(Cl)cc2)cn1
  8%	1%	-1%	-3%	0%	2%	-1%	?	-4%	-56%	-4%
> CCCCNC(=S)N=Nc1c(O)n(Cc2ccccc2)c2ccccc12
  6.3µM*	-4%	18%	-1%	6.3µM*	7%	-10%	4%	3%	-31%	2%
> O=C(O)C(C(O)c1ccccc1)[n+]1ccccc1 (stereo not drawn)
  /	-1%	/	-2%	/	/	12%	5%	-3%	-5%	5%
> CCCCCc1cc(=O)oc2c(C(CCN3CCCC(C)C3)c3ccc(N(C)C)cc3)c(OC)cc(OC)c12 (stereo not drawn)
  -11%	-5%	-10%	-13%	-4%	19%	-14%	0%	-13%	-19%	1%
> COc1ccnc(CN(C)C(=O)C2CCC(=O)N(CCN(C)C)C2)c1 (stereo not drawn)
  -18%	3%	-5%	1%	-1%	-1%	-12%	1%	-1%	-9%	14%
> CCOc1ccc(Br)cc1C(=O)N/N=C/c1ccccn1
  11µM*	-7%	21%	-2%[1.84 µM]	2%	0%	-4%	-2%	-10%	-43%	-6%
> Cc1cc(SCC(=O)N(CC(C)C)c2c(N)n(CC(C)C)c(=O)[nH]c2=O)nc2ccccc12
  /	-5%	/	-2%	/	/	-3%	2%	-1%	-14%	-2%
> CC(Oc1ccc(F)cc1)C(=O)Nc1cc(C(F)(F)F)ccc1-n1cncn1 (stereo not drawn)
  /	-6%	/	-1%	/	/	1%	6%	2%	-17%	1%
> CC(=O)c1cccc(NC(=O)C(C)OC(=O)c2ccc3ncsc3c2)c1 (stereo not drawn)
  /	-3%	/	5%	/	/	-9%	-8%	-2%	28%	-6%
> S=C(NCc1ccco1)Nc1ccccc1
  8.9µM*	3%	13%	-8%	?	-7%	-5%	2%	-7%	1%	1%
> C=CCn1c(COc2ccccc2OC)nc2ccccc21
  ?	12%	4%	-3%	?	-8%	-18%	?	1%	52%	/
> CC(=O)Nc1cccc(/C(C)=N/NC(=O)c2ccc3c(c2)OCO3)c1
  -40%	28%	3%	?	-5%	16%	-10%	6µM*	?	?	7%
> Cc1ccc(C(=O)N/N=C/C=C/c2ccccc2)o1
  ?	9%	?	17%	2%	-2%	-4%	?	?	58%	7%
> O=C1NCCCCC1NC1CC(=O)N(c2ccccc2)C1=O (stereo not drawn)
  5%	1%	1%	6%	4%	-7%	3%	-2%	4%	-16%	6%

(list continues)
The line under a structure holds: RORg inh	NPC1 prom act	MBNL1 CUG block	Rab9 promoter act	VP16 counter	MLL CXXC-DNA inh	uPA generation	FLuc modulator	ELG1 genotox	BRCA1 expr up	p53 reactivation
> CCCC(NC(=O)COc1cc2c(c3oc(=O)c(C)c(C)c13)CCC(C)(C)O2)C(=O)O (stereo not drawn)
  24%	0%	16%	-1%	-3%	-8%	0%	0%	1%	3%	5%
> Cc1c(C(=O)NCc2cccnc2)oc2ccccc12
  -1%	1%	-2%	2%	1%	0%	/	1%	-2%	-39%	-3%
> CCc1nnc(NC(=O)C2CCN(c3cnccn3)CC2)s1
  15%[10 µM]	-3%	-4%	-5%	-1%	7%	/	0%	0%	1%	1%
> Nc1nccnc1C(=O)OCC(=O)NC1CCCc2ccccc21 (stereo not drawn)
  /	0%	/	-2%	/	/	-6%	-1%	0%	16%	-2%
> CCOC(=O)c1c(C)c(C(=O)NCc2ccccn2)c(C)n1C
  18%	-5%	-14%	8%	-8%	-2%	/	-2%	-2%	4%	-2%
> O=C(COC(=O)C12CC3CC(CC(Br)(C3)C1)C2)Nc1ccc2[nH]c(=O)[nH]c2c1
  /	1%	/	-1%	/	/	1%	7%	1%	11%	2%
> Cc1nnsc1S(=O)c1ccc(Cl)c(Cl)c1 (stereo not drawn)
  -39%	-6%	-7%	1%	-29%	-3%	-8%	-1%	-5%	-58%	0%
> O=C(Nc1cc(C(F)(F)F)ccc1N1CCOCC1)c1n[nH]c(=O)c2ccccc12
  10%	-3%	0%	-1%	-18%	-4%	-2%	5%	-3%	-5%	2%
> Cc1cccc(NC(=O)CSC(N)=O)c1C
  -22%	-3%	-1%	11%	4%	10%	3%	-1%	-4%	0%	1%
> CS(=O)(=O)Nc1ccc(C2=NN(C(=O)c3ccco3)C(c3ccccc3F)C2)cc1 (stereo not drawn)
  ?	1%	29%	-4%	-12%	8%	0%	-18%	-1%	-2%	-8%
> CCC(=O)N1CCc2cc(Br)cc(S(=O)(=O)CCC(=O)N(CC)CC)c21
  14%	-7%	/	9%	16%	12%	-4%	-1%	2%	-2%	9%
> CCC(=O)Nc1nc2ccccc2n1CCN1CCOCC1
  14µM*	-1%	2%	2%	?	2%	-1%	-1%	-5%	-9%	-2%
> CC(C)(C)C(=O)Cn1c(NCCCO)nc2ccccc21
  -40%	3%	-8%	1%	1%	-3%	-2%	0%	-1%	-3%	-1%
> O=C(CNS(=O)(=O)c1ccccc1)OCC(=O)c1ccc(Br)cc1
  0%	0%	-2%	2%	6%	6%	-1%	-2%	0%	8%	2%
> CN(CC(=O)Nc1ccc(Cl)cc1)C1=NS(=O)(=O)c2ccccc21
  /	1%	/	-6%	/	/	4%	1%	-2%	2%	-9%

Remaining list, next part:
The line under a structure holds: RORg inh	NPC1 prom act	MBNL1 CUG block	Rab9 promoter act	VP16 counter	MLL CXXC-DNA inh	uPA generation	FLuc modulator	ELG1 genotox	BRCA1 expr up	p53 reactivation
> Cc1cc(C)n(-c2ccc(C(=O)NC3=NCCS3)cc2)n1
  -18%	?	-6%	3.2µM*	1%	-2%	/	15µM*	?	11µM*	17%
> CCCCNC(=O)c1cccnc1SCC(=O)Nc1ccccc1OC
  ?	1%	-16%	0%	4%	7%	-2%	-4%	0%	-22%	-13%
> COCCNC(=O)Cn1cnc2c(cnn2-c2ccc(OC)cc2)c1=O
  28%	-1%	3%	-4%	0%	1%	18%	7%	0%	2%	3%
> CN(C(=O)COC(=O)/C=C/c1ccc2c(c1)OCO2)c1c(N)n(Cc2ccccc2)c(=O)[nH]c1=O
  /	6%	/	-2%	/	/	3%	1%	-1%	-8%	6%
> Cc1cccc(-n2c(SCc3ccc(C#N)cc3)nnc2-c2c[nH]c3ccccc23)c1
  33%	-2%	0%	-3%	?	7%	-3%	1%	-5%	-66%	-13%
> O=C(NCc1cccs1)c1cc(S(=O)(=O)N2CCOCC2)c(Cl)cc1Cl
  -3%	4%	-6%	-5%	4%	-9%	-11%	1%	-13%	-20%	-11%
> CCCc1cc(=O)oc2cc(OCc3cccc(OC)c3)c(Cl)cc12
  0%	-1%	/	-9%	-3%	17%	2%	11%	-1%	5%	2%
> N#CCCN1CCN(C(=S)c2ccc(-c3ccc(Cl)cc3)o2)CC1
  -1%	16%	?	25%	-4%	10%	0%	21µM*	?	27%	15%
> O=C(OCn1nnc2ccccc2c1=O)C1CCCCC1
  3%	11%	-3%	7%	-8%	-8%	-6%	-20%	2%	-5%	6%
> O=C(Cn1cc(C(F)(F)F)ccc1=O)N/N=C/c1cccc(Cl)c1Cl
  -4%	1%	/	-1%	-6%	-7%	-2%	-7%	4%	-3%	-11%
> O=C(CN1C(=O)/C(=C/c2ccc(C(F)(F)F)cc2)Sc2ccccc21)NCCCN1CCOCC1
  ?	-4%	9%	-1%	?	11%	?	?	1%[9.26 µM]	-3%	-9%
> CC(C)N(C(=O)Cn1c(SCC(=O)NCc2ccc3c(c2)OCO3)nc2ccccc21)C(C)C
  -16%	-4%	-12%	0%	6%	1%	2%	1%	0%	-25%	-7%
> CC(OC(=O)c1ccc(Cl)cc1)C(=O)NCC1CCCCC1 (stereo not drawn)
  /	0%	/	-3%	/	/	-8%	-2%	1%	-2%	9%

Compound activity from PubChem BioAssay.

These rows are one share of the data; count on the stated rates, not on these rows.
